High-throughput results from PubChem.
D2 PAM: D2 dopamine receptor (human) potentiation; HEK293 T-REx D2, calcium flux, EC20 dopamine potentiation; 340,000 tested, 0.34% active; potentiation, % at 10 µM; P14416; AID 485347;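 active means potentiation over 3 SD above the plate norm, cut at about 30% in these data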; further: 0% is about no effect
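Primary screen. Calcium kinetics in induced HEK293 T-REx D2 cells: compound pre-addition 180 s, EC20 dopamine, 180 s more.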
TRHR enhancer: TRH receptor (human) allosteric enhancement; enhancement, % at 2 µM; AID 493056; P34981; 360,000 tested, 0.66% active; TRHR cells, fluo-8 calcium fluorescence, EC20 TRH enhancement; in the data active means enhancement above about 30%; further: 0% is about no effect
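TRHR-expressing cells loaded with fluo-8 calcium dye were read kinetically (ex 480/em 530) during compound addition, then stimulated with an EC20 of TRH (10 nM final). Enhancement of the Gq-mediated intracellular calcium response was scored.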
D1 PAM: human D1 dopamine receptor positive modulation; HEK293 TREx D1 cells, calcium flux, dopamine EC20 potentiation; potentiation, % at 10 µM; 360,000 tested, 0.036% active; AID 504651; in the data active means potentiation above about 30%; further: 0% is about no effect
RXFP1 antagonist: RXFP1 (human) relaxin receptor antagonism; Q9HBX9; HEK293-RXFP1, relaxin-stimulated cAMP HTRF, 30 min; active compounds read low; activity change, negative = inhibition, % at 57.5 µM; 350,000 tested, 0.59% active; AID 1259400;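 active means activity change of -60% or lower, but not beyond a set lower limit; inconclusive means change between -60% and -40%, or beyond the set limit; inactive means change above -40%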; further: on the % scale 0 is the no-effect control and ±100 the full control effect
Target sequence (Q9HBX9 whole entry, looked up): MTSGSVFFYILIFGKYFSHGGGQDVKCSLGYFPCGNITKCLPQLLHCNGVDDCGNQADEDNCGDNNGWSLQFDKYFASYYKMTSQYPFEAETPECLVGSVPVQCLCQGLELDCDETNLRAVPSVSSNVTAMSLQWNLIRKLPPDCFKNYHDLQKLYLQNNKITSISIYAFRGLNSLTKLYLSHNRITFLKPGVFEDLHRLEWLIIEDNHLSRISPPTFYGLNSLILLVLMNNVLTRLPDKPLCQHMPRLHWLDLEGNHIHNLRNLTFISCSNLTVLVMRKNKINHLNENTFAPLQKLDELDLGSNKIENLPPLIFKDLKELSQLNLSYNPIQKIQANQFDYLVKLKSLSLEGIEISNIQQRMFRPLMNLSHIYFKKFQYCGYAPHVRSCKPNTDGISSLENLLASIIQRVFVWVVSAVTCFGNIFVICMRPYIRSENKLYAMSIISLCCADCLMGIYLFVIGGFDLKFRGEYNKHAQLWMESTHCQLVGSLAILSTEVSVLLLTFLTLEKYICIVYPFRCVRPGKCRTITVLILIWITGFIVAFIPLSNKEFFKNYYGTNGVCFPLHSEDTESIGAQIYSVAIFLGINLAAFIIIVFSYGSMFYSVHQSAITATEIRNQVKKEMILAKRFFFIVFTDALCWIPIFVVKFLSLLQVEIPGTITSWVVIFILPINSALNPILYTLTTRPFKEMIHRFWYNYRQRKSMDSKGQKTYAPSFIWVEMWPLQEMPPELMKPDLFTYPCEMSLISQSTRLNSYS
D2 antag: antagonists of human D2 dopamine receptor. P14416. HEK293 TREx D2 cells, calcium flux, dopamine EC80. inhibition, % at 10 µM. 340,000 tested, 2% active. AID 485344; in the data active means inhibition above about 30%; further: 0% is about no effect
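HEK293 T-REx D2 cells, tet-induced, calcium dye no-wash. Cpd pintool add, 180 s kinetic, then EC80 DA, 180 s kinetic. Ca flux read.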
D1 agonist: activates the human D1 dopamine receptor. P21728. HEK293 T-REx D1 cells, calcium flux, agonist mode. activation, % at 2 µM. 360,000 tested, 1% active. AID 504660; further: 0% is about no effect
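Inducible HEK293 T-REx D1 cells, force-coupled to calcium signalling, were plated at 4000 cells/well with tetracycline and held overnight at 30 C. After no-wash calcium dye loading, compound-evoked calcium rise over 180 s flagged agonists.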
D1 antagonist: blocks dopamine activation of the human D1 receptor; P21728; HEK293 TREx D1 cells, calcium flux, dopamine EC80; active compounds read low; activity change, negative = inhibition, % at 10 µM; 360,000 tested, 3.2% active; AID 504652; in the data active means activity change below about -30%; further: on the % scale 0 is the no-effect control and ±100 the full control effect
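Calcium flux readout: force-coupled, inducible Hek293 Trex D1 line, cells induced overnight at 30 C with tetracycline, dye-loaded 30–90 min at RT. Antagonism scored against EC80 dopamine challenge given 180 s after compound.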
TRHR ag: TRH receptor (human) agonism. P34981. TRHR cells, calcium flux fluo-8, FDSS agonist mode. activation, % at 2 µM. 360,000 tested, 0.18% active. AID 493084; further: 0% is about no effect
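TRHR-expressing cells loaded with fluo-8 calcium dye; 23 nL library compound pin-transferred, kinetic FDSS fluorescence (Ex 480/Em 530) recorded about 180 s for agonist-induced calcium release, before a 10 nM TRH EC20 addition for potentiator mode.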
D2 agonist: D2 dopamine receptor (human) agonism; P14416; HEK293 T-REx D2 cells, calcium flux agonist mode; activation, % at 2 µM; 340,000 tested, 0.53% active; AID 485358;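 active means activation over 3 SD above normal in the single-dose calcium agonist read, cut at about 30% in these data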; further: 0% is about no effect
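HEK293 Trex D2 cells, tetracycline-induced, o/n 30 C 5% CO2; no-wash Ca dye, RT 30–90 min; 10-cycle baseline, 23 nl cpd added, kinetic Ca read 180 s; agonist hits = positive Ca response.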
The depositor's hits bear a star; ? = inconclusive; / = not tested or not shown; & = joins results of further samples. Unless noted, no stated cut-off is given here; in the data, active means activation above about 30%; inactive means the rest.

Results follow in this order: D2 PAM | TRHR enhancer | D1 PAM | RXFP1 antagonist | D2 antag | D1 agonist | D1 antagonist | TRHR ag | D2 agonist
Cc1nc(SCC(=O)Nc2ccccc2Cl)cc(-c2ccccc2)n1
    8 | -6 | 1 | -7 | / | 4 | -10 | 0.4 | 1.2
COc1cccc(N2CCN(c3nc(C)cc(=O)[nH]3)CC2)c1
    -6 | 7 | 1 | 2 | -5 | 6 | 2 | 0.3 | 0.4
Cc1ccccc1Cc1c(C)nc2ncnn2c1C
    1 | 0 | 5 | -13 | 7 | 4 | -11 | 0.1 | 0.0
O=C(O)c1ccccc1Nc1cc(Cl)c2nonc2c1[N+](=O)[O-]
    10 | 0 | -3 | -9 | 7 | 1 | 5 | -0.1 | -1.4
COC(=O)c1sc(NC(=O)c2cc3nc(-c4ccc(Br)cc4)cc(C(F)(F)F)n3n2)c(C(=O)OC)c1C
    6 | 2 | -2 | -29 | / | 2 | 6 | 0.2 | 0.8
CCOC(=O)c1ccc(NC(=O)c2ccc(CN3CCc4ccccc4C3)cc2)cc1
    3 | -2 | -2 | -9 | 19 | 10 | -8 | 1.1 | 0.0
CCn1c(CNC(=O)c2ccc(OC)cc2)nnc1SCC(=O)Nc1ccc(C)cc1
    -7 | -2 | 1 | / | / | 2 | 9 | 0.7 | 0.4
Cc1ccccc1C1CC(=O)Nc2ccc3ccccc3c21 (configuration not stated)
    14 | -4 | 2 | / | / | 1 | 3 | -1.3 | -0.3
NC(=O)[C@@H]1CCCN1Cc1nc(-c2ccc(C(F)(F)F)cc2)no1
    6 | -5 | 0 | -4 | -7 | 3 | -8 | -0.6 | -2.1
O=C(N/N=C\c1ccco1)Nc1cccc(Cl)c1
    1 | 1 | 1 | ? | -13 | 1 | 4 | 0.6 | -1.4
CCOc1cc(C2CC(=O)NC3=C2C(=O)C(C(=O)OC)C(C)C3)cc(Br)c1O (configuration not stated)
    -20 | 1 | -9 | -21 | 2 | 7 | -15 | -0.4 | -0.1
C=CCn1c(C(C)NC(=O)c2ccccc2C)n[nH]c1=S (configuration not stated)
    16 | -1 | -1 | -9 | -9 | 1 | -6 | -0.9 | 0.0
COc1ccc2cc(-c3[nH]ncc3CN3CCCN(c4ccccc4)CC3)ccc2c1
    -7 | 31* | 7 | -9 | 4 | 1 | 32 | 0.2 | 3.6
Cc1ccc(NC(=O)N2CCCc3ccccc32)cc1
    -4 | -4 | -2 | 10 | 3 | 1 | -3 | -0.1 | 1.3
Cn1c(CNC(=O)c2ccc(Cl)c(Cl)c2)nnc1SCC(=O)Nc1sc2c(c1C#N)CCCC2
    21 | 3 | -9 | -7 | 7 | 4 | -4 | 1.3 | 0.1
CCC(=O)Nc1cc(C)c(O)c(-c2nc3ncccc3o2)c1
    -1 | -6 | -6 | -10 | / | 2 | 0 | -0.4 | /
N#CCc1nc2ccc(S(=O)(=O)N3CCOCC3)cc2s1
    2 | 2 | 1 | -23 | 15 | 39* | 9 | 35* | 20
COc1ccccc1N(C)S(=O)(=O)c1ccc(C(=O)NC(C)c2ccccc2)cc1 (configuration not stated)
    -26 | -5 | 6 | -9 | -28 | 5 | -8 | -0.1 | -1.1
CC1CCC2(CC1)NC(=O)N(CC(=O)Nc1cccc(S(=O)(=O)N3CCOCC3)c1)C2=O (configuration not stated)
    1 | 1 | -1 | 14 | -9 | 4 | -13 | 0.5 | 0.2
Cc1ccc(C(=O)N2CCN(S(=O)(=O)N3CCOCC3)CC2)cc1
    14 | -1 | 2 | -33 | 7 | 2 | -4 | -1.8 | -0.2
COC(=O)c1cc(S(=O)(=O)Nc2cc(S(=O)(=O)N(C)C)ccc2C)oc1C
    -1 | -1 | 0 | 3 | -6 | 2 | 5 | -0.9 | -0.5
CSc1nc2ncc3c(n2n1)CC1c2ccccc2CCN1C3=O (configuration not stated)
    9 | 0 | 0 | -15 | -19 | 1 | -2 | 0.1 | -0.5
COC(=O)c1c(-c2ccc(OC)cc2)sc2cc3c(cc12)OCO3
    29 | -5 | -3 | / | -8 | 8 | / | 0.6 | 0.7
Cc1ccc(NC(=O)CSc2nc(=O)n(Cc3ccccn3)c3c2CCC3)cc1F
    16 | 2 | -4 | / | / | -1 | / | -0.9 | -0.7
O=C(NCCCSc1ccccc1)c1cc(Cl)ccc1O
    13 | 23 | -8 | -19 | -10 | 17 | -8 | 0.5 | -1.1
O=C(c1ccc(Cl)cc1)N1CCC(O)(CSc2ccc(Cl)cc2Cl)CC1
    9 | 4 | -5 | -20 | 8 | 10 | 1 | -0.8 | -0.5
O=C(CN1C(=O)NC(c2ccccc2)(c2ccccc2)C1=O)NC1CCS(=O)(=O)C1 (configuration not stated)
    2 | 9 | -7 | -4 | -35 | 5 | -10 | 0.7 | 0.0
CCOc1ccc(-n2c(=O)[nH]cc(C(=O)Nc3ccc(OC)c(OC)c3)c2=O)cc1
    27 | -19 | -9 | -2 | -3 | 3 | 27 | -0.6 | 0.1
COc1cccc(CNC(=O)C2CCN(S(=O)(=O)N3CCC(C)CC3)CC2)c1
    -6 | 7&7 | -3&0 | 0&-2 | / | 5&-1 | -11&-6 | 0.0&-0.9 | -0.6
CCOC(=O)c1ccc(NC(=O)c2nc(SC)ncc2Cl)cc1
    4 | 5 | 3 | -21 | -33 | 0 | -2 | -0.7 | -2.6

Whole records as entered above.
Listed for COC(=O)c1sc(NC(=O)c2cc3nc(-c4ccc(Br)cc4)cc(C(F)(F)F)n3n2)c(C(=O)OC)c1C : D2 PAM = 6; TRHR enhancer = 2; D1 PAM = -2; RXFP1 antagonist = -29; D2 antag = /; D1 agonist = 2; D1 antagonist = 6; TRHR ag = 0.2; D2 agonist = 0.8
Listed for COc1cccc(CNC(=O)C2CCN(S(=O)(=O)N3CCC(C)CC3)CC2)c1 : D2 PAM = -6; TRHR enhancer = 7&7; D1 PAM = -3&0; RXFP1 antagonist = 0&-2; D2 antag = /; D1 agonist = 5&-1; D1 antagonist = -11&-6; TRHR ag = 0.0&-0.9; D2 agonist = -0.6
Listed for COC(=O)c1cc(S(=O)(=O)Nc2cc(S(=O)(=O)N(C)C)ccc2C)oc1C : D2 PAM = -1; TRHR enhancer = -1; D1 PAM = 0; RXFP1 antagonist = 3; D2 antag = -6; D1 agonist = 2; D1 antagonist = 5; TRHR ag = -0.9; D2 agonist = -0.5

Next section
Results follow in this order: D2 PAM | TRHR enhancer | D1 PAM | RXFP1 antagonist | D2 antag | D1 agonist | D1 antagonist | TRHR ag | D2 agonist
CCN(c1cc(C)cc(C)c1)S(=O)(=O)c1nnc(NC(=O)C2CCCCC2)s1
    -10 | 16 | -4 | 0 | / | 12 | -3 | 0.6 | -0.6
COc1ccc(CC(=O)NCC2CCCN(Cc3ccc(F)cc3F)C2)cc1 (configuration not stated)
    6 | -1 | -2 | 3 | 6 | 2 | 0 | -0.4 | -0.9
Cc1nc(NC(=O)COC(=O)/C=C/c2ccco2)c(Cl)cc1Cl
    0 | 5 | 0 | 1 | -8 | 3 | -3 | 0.1 | -2.6
O=C1CC(c2ccc(OCCCCCOc3ccc(C4CC(=O)NC4=O)cc3)cc2)C(=O)N1 (configuration not stated)
    5 | -7 | -3 | -39 | 37* | 4 | -24 | 1.3 | -0.1
CN(CCc1ccccn1)C(=O)CCC1CCCN(C(=O)c2c3c(nn2C)CCCC3)C1 (configuration not stated)
    -3 | 18 | -5 | -5 | -16 | 2 | -25 | -0.8 | -0.3
Cc1ccc(NC(=O)CCn2nc(C)cc2C)c(C)c1
    24 | -2 | -1 | -2 | 20 | 2 | -13 | 0.2 | -1.3
O=C(COc1ccccc1)NCC(c1ccco1)N1CCN(c2ccccc2)CC1 (configuration not stated)
    7 | 6 | 2 | -21 | -11 | 1 | 21 | -0.3 | 1.4
Cc1ccc(NC(=O)C(=O)NCC(c2cccnc2)N2CCN(C)CC2)cc1C (configuration not stated)
    5 | 0 | 0 | -7 | / | 0 | 2 | 0.4 | 0.5
Cc1cccc(NC(=O)NC(C)C(c2ccccc2)N2CCN(C)CC2)c1 (configuration not stated)
    4 | 1 | 2 | -8 | -17 | 4 | -21 | 1.1 | 0.2
COc1ccc(/C=N/OCC(=O)N=Nc2c(O)[nH]c3ccc(Br)cc23)cc1
    / | -4 | -5 | -4 | 4 | 2 | 7 | -0.5 | 0.3
Cc1cccc(C)c1NC(=S)N(CCN(C)C)C(C)c1cccnc1 (configuration not stated)
    -3 | -1 | 4 | 1 | -12 | 4 | -28 | 0.1 | -0.2
Cc1cc(C)n(-c2ncc3c(n2)N(C)CCOC3=O)n1
    3 | -5 | -10 | 15 | 18 | 0 | -29 | 0.5 | -0.2
COC(=O)CCCNS(=O)(=O)c1ccc2ccccc2c1
    3 | -5 | -6 | 4 | 17 | 3 | -22 | 0.0 | -0.8
Cc1ccc(-n2ncc3c2CCCC3NC(=O)CCN2CCCC2=O)cc1C (configuration not stated)
    -3 | 7 | -1 | 1 | -17 | 0 | 15 | 0.1 | 0.3
COc1ccccc1CCNC(=O)CCCn1nc(C)c2c(C)n(-c3ccc(C)cc3)nc2c1=O
    0 | 1 | -7 | 5 | -5 | 1 | -7 | -0.6 | 0.7
O=S(=O)([O-])CCC[N+]1(CC#Cc2ccccc2)CCCCC1
    / | -4 | -3 | -1 | 3 | 3 | 2 | -0.1 | -0.3
CC1CCc2sc(C(=O)NCCCn3ccnc3)cc2C1 (configuration not stated)
    0 | 4 | -2 | 5 | 11 | 2 | -4 | 0.5 | 0.2
Cn1c(N)c(S(=O)(=O)NCc2ccc(Cl)cc2)c(=O)n(C)c1=O
    -3 | 0 | 1 | -11 | 2 | 3 | 6 | -0.3 | -0.4
NC(CSS(=O)(=O)O)=NCCC12CC3CC(CC(O)(C3)C1)C2
    2 | 4 | -3 | 2 | 11 | 1 | 2 | 0.3 | 1.1
COc1ccc(N(C(=O)c2ccc(Br)o2)C2C=CS(=O)(=O)C2)cc1 (configuration not stated)
    -3 | -5 | -8 | 10 | -1 | 3 | -4 | 3.5 | 1.0
CCN1C(=O)c2ccccc2S(=O)c2ccc(C(=O)N3CCN(c4cccc(C)c4)C(C)C3)cc21 (configuration not stated)
    11 | 6 | -1 | / | / | 3 | 6 | -0.3 | 0.3
Cc1cc(N2CCCC2)nc2ccc(NC(=S)NCCCOC(C)C)cc12
    0 | -6 | -10 | -5 | -3 | 1 | -7 | 1.2 | 0.2
CN(C)c1cc[n+](/C(C(=S)Nc2ccc(SC(F)F)cc2)=C(/[O-])c2ccccc2)cc1
    -4 | 20 | 7 | -15 | 14 | 3 | -3 | 1.4 | -0.8
CN(C)Cc1cccc([N+](=O)[O-])c1O
    -2 | 2 | 1 | 7 | -8 | 3 | -7 | 0.3 | 0.5
CC(C(=O)Nc1ccccc1C(F)(F)F)n1nnc2sc3c(c2c1=O)CCCC3 (configuration not stated)
    -10 | 0 | 3 | -5 | / | 0 | -18 | 0.7 | -0.1
